# High-throughput results from PubChem BioAssay.
# NLRP3 yeast inh = blocks the NALP3 inflammasome reconstituted in yeast; Yeast reconstituted NLRP3/ASC/caspase-1, beta-gal luminescence, 24 h; inhibition, % at 10 µM; 330,000 compounds, 0.39% hits;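 active = inhibition of 50% or more; inactive = inhibition below 50%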;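 also: plate controls were induced DMSO wells for no effect and uninduced yeast grown without galactose for full effect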
# APJ ag = activates the human apelin receptor APJ; P35414; CHO-K1 APJ PathHunter beta-arrestin, luminescence; 0% DMSO wells, 100% apelin; activation, % at 20 µM; 330,000 compounds, 0.11% hits; AID 2520;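 active = activation more than six SD over the plate average, tested at 20 µM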;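 also: 0% = DMSO alone and 100% = apelin-13 at 10 nM; some results filed as inactive read as strong as hits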
#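 Assay system: engineered CHO-K1 APJ arrestin reporter cells; Amount: 1000 CHO-K1 reporter cells seeded per well; Dosing: one dose, 20 µM compound, 1% DMSO; Times: compound stimulation 90 min at 25 °C, detection 60 min; Measured by: luminescent beta-gal fragment complementation, chemiluminescent substrate; Read-out: APJ–arrestin association signal; Controls: DMSO vs Apelin-13 10 nM.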
# XBP1 UPR activ = adaptive UPR (XBP1) activation; activation, % at 20 µM; CHO-XBP1 luciferase reporter, IRE1-XBP1 UPR activation, luminescence; percent of tunicamycin response, DMSO as zero; 330,000 compounds, 0.33% hits;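 active = versus positive control, 20 µM dose yields 30% or more activation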;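 also: 100% = tunicamycin at 10 µg/mL and 0% = DMSO only wells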
#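 Material: CHO-XBP1 cells stably carrying IRE1-XBP1-driven luciferase reporter / Amount: 1000 cells per well / Compound: 20 µM, 1% DMSO / Times: 6 h treatment, 37 °C / Detection: luciferase luminescence / Measure: % activation of reporter signal versus tunicamycin and DMSO controls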
# UPR CHOP act = activators of apoptotic arm of unfolded protein response (CHOP); CHO-CHOP luciferase reporter, UPR activation, luminescence; percent of tunicamycin response over DMSO baseline; activation, % at 10 µM; 330,000 compounds, 0.34% hits;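 active = at 10 µM dose, activation of 40% or more, normalized to positive control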;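 also: 100% = tunicamycin at 10 µg/mL and 0% = DMSO alone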
#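 Assay system: CHO-CHOP cells, stable luciferase reporter of PERK-eIF2a-CHOP signalling / Buffer or medium: F12 plus 10% serum / Compound dosing: one dose, 10 µM in 0.5% DMSO / Times: 6 h compound treatment, 37 °C / Technique: luciferase luminescence / Read-out: % reporter activation, DMSO baseline versus tunicamycin full activation / Benchmarks: tunicamycin and DMSO controls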
# Mdm2-MdmX inh = human Mdm2/MdmX binding inhibition; SaOS-2 split-luciferase Mdm2/MdmX complementation, luminescence; inhibition, % at 8 µM; O15151+Q00987; 330,000 compounds, 3% hits;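 active = inhibition of at least 50% at 8 µM in the primary screen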
# Target sequence (O15151 whole entry, looked up): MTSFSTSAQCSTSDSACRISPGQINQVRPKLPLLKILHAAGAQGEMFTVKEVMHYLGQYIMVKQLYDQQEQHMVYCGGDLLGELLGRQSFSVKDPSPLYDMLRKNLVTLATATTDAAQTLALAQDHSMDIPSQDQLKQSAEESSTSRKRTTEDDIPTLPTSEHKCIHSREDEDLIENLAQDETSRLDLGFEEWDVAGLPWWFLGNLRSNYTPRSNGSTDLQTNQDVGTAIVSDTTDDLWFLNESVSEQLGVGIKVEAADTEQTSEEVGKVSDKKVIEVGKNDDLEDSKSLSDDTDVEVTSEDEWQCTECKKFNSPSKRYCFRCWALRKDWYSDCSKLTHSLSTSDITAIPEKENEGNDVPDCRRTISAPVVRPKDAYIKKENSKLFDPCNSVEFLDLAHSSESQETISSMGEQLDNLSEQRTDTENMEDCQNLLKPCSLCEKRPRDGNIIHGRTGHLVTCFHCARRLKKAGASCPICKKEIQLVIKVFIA
# Target sequence (Q00987 whole entry, looked up): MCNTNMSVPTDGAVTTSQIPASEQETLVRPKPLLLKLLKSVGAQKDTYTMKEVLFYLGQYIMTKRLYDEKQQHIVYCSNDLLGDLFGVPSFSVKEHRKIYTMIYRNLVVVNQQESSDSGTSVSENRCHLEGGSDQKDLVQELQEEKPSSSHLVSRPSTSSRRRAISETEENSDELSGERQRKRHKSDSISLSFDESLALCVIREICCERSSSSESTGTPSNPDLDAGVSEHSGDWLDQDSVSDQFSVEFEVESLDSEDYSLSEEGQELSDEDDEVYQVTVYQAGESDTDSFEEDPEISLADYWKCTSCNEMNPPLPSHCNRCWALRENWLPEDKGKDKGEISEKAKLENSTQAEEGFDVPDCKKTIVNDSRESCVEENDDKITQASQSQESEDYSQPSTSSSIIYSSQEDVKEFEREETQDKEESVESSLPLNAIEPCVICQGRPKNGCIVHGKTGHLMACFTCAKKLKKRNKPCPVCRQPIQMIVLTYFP
# tim23-1 inh = tim23-1 yeast growth inhibition; S. cerevisiae tim23-1 growth, BacTiter-Glo luminescence, 24 h; inhibition, % at 20 µM; 330,000 compounds, 1.3% hits;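 active = growth inhibition of the mutant yeast at or above 50%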;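 also: temperature-sensitive mutant grown at 25 °C; plate controls were DMSO-treated mutant yeast for no effect and medium wells lacking yeast for full effect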
# TIM10 inh = TIM10 yeast growth inhibition; inhibition, % at 10 µM; AID 463195; 330,000 compounds, 1.4% hits; S. cerevisiae TIM10 strain growth, BacTiter-Glo luminescence, 24 h;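 active = inhibition of 40% or more at the single tested concentration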;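 also: wild-type TIM10 isogenic control strain grown at permissive 25 °C; 0% = DMSO yeast wells and 100% = minimal medium wells without yeast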
# NR3A LBD binder = modulators (binders) of human NR3A ligand-binding domain | 340,000 compounds, 2.5% hits | AID 1259313 | Tm shift relative to glycine control, % at 25 µM | NR3A LBD differential scanning fluorimetry, Tm shift; 0% = protein alone, 100% = glycine-bound protein;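 active = melting temperature shift of at least 10% of the positive control shift, at one fixed dose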
# tim10-1 inh = growth inhibitors of tim10-1 mutant yeast | S. cerevisiae tim10-1 ts strain growth, BacTiter-Glo, 24 h | 330,000 compounds, 2.2% hits | AID 463190 | inhibition, % at 20 µM;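 active = inhibition of at least 40%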;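 also: mutant grown at 25 °C; 0% = DMSO wells with yeast and 100% = wells holding no yeast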
# Active calls of the source: *; / = no result given.
SMILES	tim10-1 inh	Mdm2-MdmX inh	NLRP3 yeast inh	TIM10 inh	APJ ag	tim23-1 inh	UPR CHOP act	XBP1 UPR activ	NR3A LBD binder
COc1ccc(NC2=C(C(C)=O)C(c3ccccc3)C(C(C)=O)C(C)(O)C2)cc1 (stereo unspecified)	19	30	20	28	1	27	-0.7	-4	0
CC(=O)c1sc(NC(C)c2ccccc2)nc1C (stereo unspecified)	-8	-26	23	3	0	8	2.6	-1	-1
CC/C(=N\NC(C)=O)c1ccc(OC(F)F)cc1	4	-9	14	-12	-3	9	-0.1	0	/
Cc1onc(-c2ccccc2)c1C(=O)Nc1ccc(S(=O)(=O)Nc2nccs2)cc1	11	-1	10	-17	-3	7	5.6	0	-5
CC1CCCN(C(=O)Cc2cccc3ccccc23)C1 (stereo unspecified)	7	30	24	-4	-1	18	0.9	-4	0
Cc1ccc(-c2nc(SC(C)C(=O)c3c(N)n(C)c(=O)n(C)c3=O)n[nH]2)cc1 (stereo unspecified)	20	-2	12	1	1	-3	0.6	3	1
CCOc1ccc(N(CC)C(=O)COc2cc(=O)n(CC)c3ccccc23)cc1	24	-12	-1	18	-3	24	-1.5	0	1
COc1ccc(NC(=O)Cn2nnc(C(=O)NCc3ccc4c(c3)OCO4)c2N)c(OC)c1	1	9	10	-6	-1	-11	0.3	-1	2
COc1ccccc1-n1c(=O)[nH]c2c(C(N)=O)nc(-c3cccnc3)nc21	2	19	9	7	1	-1	0.2	3	-1
CC1CN(CC(=O)NC(C)c2ccccc2)CC(C)O1 (stereo unspecified)	-16	-1	8	-6	-1	-12	0.0	-5	-1
Cc1ccnc(N2CCC(C(=O)NNC(=O)COc3cccc4ccccc34)CC2)n1	17	11	0	9	-3	7	-0.7	-3	2
COc1cccc(-n2c(SCC(=O)NCCc3ccccc3)nnc2-c2ccoc2C)c1	31	-5	15	26	-7	33	0.1	0	1
O=C(CCCN1C(=O)/C(=C/c2cccs2)SC1=S)NNC(=O)c1ccc(F)cc1	-1	3	20	4	-3	11	-1.4	-1	-6
CCOC(=O)c1c(NC(=O)C2CC(Cl)=CCC2C(=O)O)sc2c1CCCCC2 (stereo unspecified)	21	5	0	16	-6	23	-0.6	-3	-1
COCc1c(Br)c(C)nc(OCC(=O)N/N=C/c2ccco2)c1C#N	-10	-6	5	-20	-3	-1	-2.4	-3	0
O=C(Nc1ccc(Cl)cc1)c1cncs1	-12	24	4	16	-4	26	4.0	1	0
COc1ccccc1-c1nc(S(=O)(=O)c2ccc(Cl)cc2)c(N(C)C)o1	7	11	1	-1	-6	10	-1.7	-2	-4
NC(=O)c1ccsc1NC(=O)COC(=O)C1CC2CCCC(C1)C2=O (stereo unspecified)	8	-8	0	5	0	12	-1.3	-2	-1
Cc1cc(OCC(=O)NNC(=S)NC(=O)c2ccc(Br)o2)ccc1Cl	26	48	24	22	-11	27	-0.2	-4	-3
O=C(Cn1cnc2c(nnn2Cc2ccc(F)cc2)c1=O)NCc1ccc(F)cc1	4	12	-3	5	-4	0	3.1	0	0
O=C(Nc1ccc(Br)cc1)c1cc2ccccn2n1	-21	-125	32	-4	-1	-14	1.7	-3	-10
COc1cccc(C=O)c1OCCCOc1cccc2cccnc12	45*	-13	2	41*	3	65*	3.9	1	-1
COc1cccc(NC(=O)n2ncc3c(C)cccc32)c1	38	-66	9	30	-2	42	-3.9	-8	2
COc1ccccc1N1CCN(C(=O)CCS(=O)(=O)c2ccc3c(c2)NC(=O)C(C)S3)CC1 (stereo unspecified)	-9	8	-6	3	1	3	-0.2	-4	7
CCN(CC(=O)Nc1ccc(NC(C)=O)cc1)S(=O)(=O)/C=C/c1ccccc1	14	5	23	10	-4	3	1.2	1	0
O=S(=O)(c1cccc(Br)c1)N1CCN(c2ccnc3cc(Cl)ccc23)CC1	50*	30	-16	36	0	52*	0.5	-4	-1
CCOn1c(=O)c(-c2ccc(OC)c(OC)c2)[n+]([O-])c2ccccc21	26	21	8	22	-1	23	1.3	0	3
CCN(CC)S(=O)(=O)c1ccc2c(c1)nc(SC(C)C(=O)NCC1CCCO1)n2CC (stereo unspecified)	7	15	15	5	-4	7	2.6	-2	1
CCOC(=O)C1CCCN(C(=S)Nc2cc(C)cc(C)c2)C1 (stereo unspecified)	34	-1	2	21	-4	3	-0.8	-2	-1
O=C(Cc1ccccc1)N1CCC(O)(c2cccnc2)CC1	10	13	-8	-4	1	8	0.8	-2	1
O=C(NCC1OCCc2ccccc21)c1ccc(NC(=O)c2ccc(Cl)cc2Cl)cc1 (stereo unspecified)	7	16	3	-3	2	0	0.7	11	18*
C/C(=N\N1CCN(Cc2ccccc2Cl)CC1)c1ccc([N+](=O)[O-])cc1	12	-11	-3	1	-1	17	1.9	-4	1
Nc1c(N(CCC2=CCCCC2)C(=O)c2ccco2)c(=O)[nH]c(=O)n1Cc1ccccc1	27	4	27	8	9	24	0.9	-4	-2
Cc1ccc2c(c1)N(CC(=O)Nc1nccs1)C(=O)CO2	6	-5	15	7	4	18	1.0	4	1
Cc1cc(C(=O)Nc2ccccc2[N+](=O)[O-])cs1	9	-3	12	0	9	13	3.4	-1	2
O=C(NCc1ccccc1)c1c[nH]c2ccccc2c1=O	-7	19	19	6	2	-6	4.8	-1	-1
O=C1CCCN1CC(=O)N1CCCC(Nc2cccc(F)c2)C1 (stereo unspecified)	-9	8	6	10	-7	-5	0.3	-2	-1
Clc1cccc(-c2nc3nc4ccccc4nc3n2Cc2ccccc2)c1	-5	18	5	-3	-4	-4	2.6	-3	12*
O=C(/C=C/c1cccc([N+](=O)[O-])c1)NCc1ccc2c(c1)OCO2	-5	3	24	-15	-3	14	-1.6	-1	0
CC(C)C(C(=O)Nc1cccnc1)N1C(=O)c2ccccc2C1=O (stereo unspecified)	13	12	-7	0	-3	-4	-2.2	1	-1
Cc1ccc(C(=O)NC2CCN(CC(=O)Nc3ccccc3Cl)CC2)cc1	15	4	23	10	-2	25	0.2	-5	5
CC(C)Oc1c(N2CCOCC2)c(=O)c1=O	10	-3	9	-7	-3	10	0.6	1	0
Cc1cc2nccc(-c3ccc(OCCCF)cc3)n2n1	-6	12	22	-15	-3	9	-0.2	2	-1
COc1cccc(OC)c1OCC(O)CN1CCN(c2ccccc2F)CC1 (stereo unspecified)	-2	-12	-7	12	-5	3	2.9	-2	-1
COCCN(C(=S)Nc1ccc(OC)c(Cl)c1)C1CCN(C(C)C)CC1	1	-22	5	3	4	2	-0.2	0	7
CSc1ncc(C(=O)O)c(C)n1	-20	18	-14	4	9	-7	0.6	1	-2
Clc1ccc(Cn2ncc3c(NCc4ccccc4)ncnc32)cc1	18	44	5	29	5	26	1.5	0	-14
CC1(C)Cc2cccc(OCC(=O)Nc3cccnc3)c2O1	15	-12	2	16	-5	13	1.5	-1	0
Fc1ccc(CN2CCC(Cc3ccccc3)CC2)cc1F	-25	8	25	-19	1	-13	4.2	-3	-1
Cc1c(C(=O)N2CCN(c3ccccc3)CC2)sc2ncnc(N3CCC(C)CC3)c12	26	-27	14	23	-4	42	-2.3	0	/
COc1ccccc1CNCC(=O)Nc1cc(S(=O)(=O)N2CCOCC2)ccc1Cl	18	24	3	16	1	29	-0.1	-4	-1
CCOc1ccc(N(CC(=O)NCCC2=CCCCC2)S(=O)(=O)c2ccccc2)cc1	27	9	4	26	-4	6	-2.6	0	-1
Cc1ccc(C)c(CN2CCSCC2)c1	-12	2	12	-7	-2	-12	2.7	-5	-1
COc1ccc(S(=O)(=O)N2CCC(C(=O)Nc3cccc(C(C)=O)c3)CC2)cc1C	14	28	2	7	-6	6	0.0	-3	-1
COc1ccc(C(F)(F)F)cc1N/C=C/c1nnnn1-c1ccc(C)cc1	-15	12	22	32	-1	7	0.2	0	-4
COc1ccc(-c2csc(N(Cc3ccccc3)C(=O)COc3ccc(Cl)cc3)n2)cc1	-30	28	-5	-2	6	-2	1.4	1	-1
COC(=O)CNC(c1ccccc1)c1cc(Br)ccc1NC(=O)CCN1CCOCC1 (stereo unspecified)	51*	24	26	51*	-1	34	-1.9	-2	1
N#CC1(NC(=O)COC(=O)c2ncc(Cl)c(Cl)c2Cl)CCCCC1	14	16	0	8	-7	17	0.1	-2	2
CCOP(=O)(OCC)C(NC(=O)/C=C/c1ccc(OC)cc1)c1ccccc1 (stereo unspecified)	10	16	10	-6	-1	11	1.4	-4	-1
Cc1nc2ccccc2nc1OCC(=O)Nc1cc(C(F)(F)F)ccc1N1CCOCC1	20	8	-7	9	-2	23	-0.2	-1	1

# Later entries.
SMILES	tim10-1 inh	Mdm2-MdmX inh	NLRP3 yeast inh	TIM10 inh	APJ ag	tim23-1 inh	UPR CHOP act	XBP1 UPR activ	NR3A LBD binder
O=C(Nc1nccs1)c1cccc(S(=O)(=O)N2CCOCC2)c1	4	31	15	-9	-1	3	1.5	-4	-1
c1ccc(COc2cccc(CN3CCc4ccccc4C3)c2)cc1	-3	16	8	4	-3	-14	1.0	-4	2
CCCCNC(=O)c1ccc(/C=C2\Oc3ccccc3N(C)C2=O)cc1	20	10	15	5	-2	-6	4.5	0	2
COC(=O)c1ccc(S(=O)(=O)N2CCCC2)o1	2	11	2	7	-6	10	-1.4	0	2
COc1ccc(Cl)cc1-c1n[nH]c(=S)n1C	9	8	6	-3	-1	16	-1.2	-2	-2
CN(Cc1ccccc1)Cc1nc2c(c(=O)n(C)c(=O)n2C)n1CCc1ccccc1	27	4	-4	23	-6	24	-0.9	1	-1
COC(=O)C(NC(=O)c1ccco1)(Nc1nc(C)cs1)C(F)(F)F (stereo unspecified)	8	5	8	-3	-5	15	-2.3	-1	-4
CC1(C)Cc2nc(-c3ccccc3)nc(SCC(=O)N3CCOCC3)c2CO1	16	7	29	-10	-4	21	-0.6	-5	-3
COCc1cc(C)nc(Sc2nc3c(c(=O)n(C)c(=O)n3C)n2C)c1C#N	15	1	8	-5	-1	8	1.0	4	0
COc1ccc(CNc2ccccc2SC)cc1OC	10	11	17	-2	-6	8	2.1	2	-2

# Reformatted: results already given.
# Below each SMILES: tim10-1 inh | Mdm2-MdmX inh | NLRP3 yeast inh | TIM10 inh | APJ ag | tim23-1 inh | UPR CHOP act | XBP1 UPR activ | NR3A LBD binder
- COC(=O)C(NC(=O)c1ccco1)(Nc1nc(C)cs1)C(F)(F)F (stereo unspecified)
  8 | 5 | 8 | -3 | -5 | 15 | -2.3 | -1 | -4
- c1ccc(COc2cccc(CN3CCc4ccccc4C3)c2)cc1
  -3 | 16 | 8 | 4 | -3 | -14 | 1.0 | -4 | 2
- O=C(Nc1nccs1)c1cccc(S(=O)(=O)N2CCOCC2)c1
  4 | 31 | 15 | -9 | -1 | 3 | 1.5 | -4 | -1
